High-throughput results deposited in PubChem by The Scripps Research Institute Molecular Screening Center.
MITF primary: blocks human microphthalmia-associated transcription factor; AlphaScreen MITF homodimerization, bead proximity signal; AID 1259374; inhibition, % at 2.6 µM; 650,000 tested, 0.91% active; in the data active means inhibition above about 50%;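 further: 0% = vehicle wells with protein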
Target sequence (O75030 whole entry, looked up): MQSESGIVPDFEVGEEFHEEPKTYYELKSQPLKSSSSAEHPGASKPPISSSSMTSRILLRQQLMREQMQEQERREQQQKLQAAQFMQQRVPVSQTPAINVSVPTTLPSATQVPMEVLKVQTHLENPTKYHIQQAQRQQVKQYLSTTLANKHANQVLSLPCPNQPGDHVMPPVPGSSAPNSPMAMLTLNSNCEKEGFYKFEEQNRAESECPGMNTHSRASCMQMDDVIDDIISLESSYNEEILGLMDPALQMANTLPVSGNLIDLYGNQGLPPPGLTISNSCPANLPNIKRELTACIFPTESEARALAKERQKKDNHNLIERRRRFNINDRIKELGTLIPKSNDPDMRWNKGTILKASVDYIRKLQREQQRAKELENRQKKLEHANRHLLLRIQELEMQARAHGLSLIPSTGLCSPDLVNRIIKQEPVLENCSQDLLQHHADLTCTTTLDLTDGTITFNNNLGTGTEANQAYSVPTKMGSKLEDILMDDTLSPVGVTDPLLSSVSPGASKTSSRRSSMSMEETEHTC
GPR151 activ: human GPR151 activation. Q8TDV0. AID 1508602. activation, % at 11.2 µM. PathHunter beta-arrestin GPR151 cells, luminescence. 650,000 tested, 1% active; in the data active means activation above about 4.9%;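 further: 0% = median of compound wells and 100% = cells with positive control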
Target sequence (Q8TDV0 whole entry, looked up): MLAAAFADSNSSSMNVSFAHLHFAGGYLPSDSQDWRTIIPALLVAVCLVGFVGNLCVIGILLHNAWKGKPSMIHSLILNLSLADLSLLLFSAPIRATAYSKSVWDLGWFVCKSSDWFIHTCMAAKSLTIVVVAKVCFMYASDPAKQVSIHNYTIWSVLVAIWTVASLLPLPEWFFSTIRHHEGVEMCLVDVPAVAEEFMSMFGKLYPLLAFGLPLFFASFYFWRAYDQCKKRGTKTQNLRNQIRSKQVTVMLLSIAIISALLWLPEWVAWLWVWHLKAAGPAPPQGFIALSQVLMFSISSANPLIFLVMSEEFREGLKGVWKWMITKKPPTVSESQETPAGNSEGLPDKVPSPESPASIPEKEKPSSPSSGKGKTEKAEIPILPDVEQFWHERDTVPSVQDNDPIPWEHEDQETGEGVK
FBW7 activator: activators of human E3 ligase FBW7 | AID 1259310 | AlphaScreen FBW7–phospho-cyclin E peptide binding, activator screen | 650,000 tested, 0.13% active | normalized activity (activation), % at 26.1 µM; in the data active means normalized activity above about 1.9%;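 further: purified mutant Fbw7 with reduced substrate affinity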
TEAD-YAP inh: TEAD-YAP interaction inhibition; 640,000 tested, 1.4% active; HEK-TIYL cells, TEAD-Gal4/YAP UAS-luciferase luminescence; inhibition, % at 9.12 µM; in the data active means inhibition above about 32%;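 further: 0% = median of test compound wells and 100% = reference inhibitor wells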
Starred values were filed as active, the others as inactive.

Results follow in this order: MITF primary	GPR151 activ	FBW7 activator	TEAD-YAP inh
- Cc1cnc(CNc2nc3ccccc3n3ccnc23)cn1
    8	-0.6	-0.4	-3
- COc1ccc(N=Cc2cc([N+](=O)[O-])cc([N+](=O)[O-])c2O)cc1OC
    20	-1.5	0.3	-11
- COc1ccc(C(=O)NCC2OCCc3ccccc32)c(O)c1 (configuration not stated)
    2	0.3	0.1	-40
- Cc1cc(Cl)cc2sc(N(CC3CCCO3)C(=O)Cc3ccc4c(c3)OCO4)nc12 (configuration not stated)
    -2	1.1	-0.1	15
- CC1(C2CCN(Cc3cccc4ncccc34)CC2)NC(=O)NC1=O (configuration not stated)
    -7	1.0	0.0	-11
- COCc1ccc(C(=O)Nc2cc(C)nc3c(F)cc(F)cc23)o1
    -8	-0.4	-0.2	29
- CC(C)(C)OC(=O)N1CCCN(S(=O)(=O)c2cccc(C(F)(F)F)c2)CC1
    0	2.9	0.1	8
- CC1=NN(C(=S)NC(=O)c2ccc(Cl)cc2)C(=O)C1
    18	-1.0	1.6	15
- CCOC(=O)c1ccc(NC(=O)CNC(=O)c2ccc(Cl)cc2)cc1
    2	0.4	-0.1	-2
- CNC(=S)NNC(=O)COc1ccccc1
    0	-1.2	-0.1	-4
- Cc1ccc(-c2cnn3c(NCc4ccc5c(c4)OCO5)ccnc23)cc1
    4	0.3	-0.1	-8
- CC(C)(C)C(=O)CSc1nc2ccsc2c(=O)n1Cc1ccc(F)cc1
    -12	2.7	-0.1	-3
- Cc1cc2c(cc1C)C(c1cc3c(cc1Cl)OCO3)CC(=O)N2 (configuration not stated)
    0	-0.4	-0.1	-2
- COc1cccc(CN2CCC(=O)N(Cc3ccc(Cl)s3)CC2)c1
    14	-0.2	0.5	-2
- COc1cc(OC)c(OC)cc1CN(CCCN(C)C)CCCN(C)C
    54*	1.4	0.0	2
- CC1=C(C(=O)Nc2ccc(C)cc2C)C(c2cccs2)NC(=S)N1 (configuration not stated)
    11	-0.1	0.3	1
- O=C(c1nc2sccn2c1CNC(c1ccccc1)c1ccccc1)N1CCCC1
    2	0.6	0.1	0
- COC(=O)c1ccc(C2Oc3c(OC)cccc3C3CC(c4ccc(C)o4)=NN32)cc1 (configuration not stated)
    9	-0.9	-0.1	19
- CC(NC(=O)c1cc2c(=O)n(C)c3ccccc3c2s1)c1ccc2c(c1)OCCO2 (configuration not stated)
    10	-0.2	0.0	2
- CCOC(=O)CN1C(=O)N(c2ccc(CC)cc2)S(=O)(=O)c2ccccc21
    5	1.0	0.4	-2

Results follow in this order: MITF primary	GPR151 activ	FBW7 activator	TEAD-YAP inh
- COC(=O)Nc1ccc(S(=O)(=O)Nc2ccc3c(c2)OCCO3)cc1
    10	2.9	-0.1	30
- CCCCCCCNc1nc(Cl)nc(NCCO)n1
    -12	-1.0	0.0	17
- CCn1nnc(NC(=O)C(C)(c2ccccc2)c2ccccc2)n1
    11	0.5	0.8	2
- O=C(CCC1CCCN(Cc2cccn2-c2cccnc2)C1)NCc1ccccc1F (configuration not stated)
    13	-1.2	-0.1	-6
- CSc1ccccc1C(=O)N1CCC(C(N)=O)CC1
    -12	0.3	0.6	-11
- CC(C)(C)C(=O)Nc1ccc(C23CC4CC(CC(c5ccccc5)(C4)C2)C3)cc1
    -11	1.0	-0.1	3
- O=C(Cn1nc2sc3ccccc3n2c(=O)c1=O)c1ccc(Cl)cc1
    -1	1.1	-0.1	0
- CNC(=O)CSc1nnc(COc2ccccc2C)n1CCc1ccccc1
    8	0.0	0.0	11
- NNc1ncnc2c1C(c1cccc([N+](=O)[O-])c1)c1c(NN)ncnc1O2
    41	0.9	-0.6	-8
- CCOC(=O)c1sc2nc(NC(=O)c3cc(=O)c4ccccc4o3)sc2c1C
    -11	-1.0	-0.1	-11
- Fc1ccc(/C=N/Nc2ccc3nncn3n2)cc1
    -8	2.7	0.0	-7
- COc1ccc(-c2[nH]ncc2C(=O)NCc2ccccc2Cl)cc1
    0	0.4	0.3	0
- CC(=O)NCCNC(=O)C1CCC(Cn2c(=S)[nH]c3ccccc3c2=O)CC1 (configuration not stated)
    -12	-0.2	0.5	-1
- CC1(C)CC(=O)C2=C(C1)Nc1ncnn1C2c1ccc(Cl)cc1 (configuration not stated)
    -1	1.2	0.0	6
- CCOC(=O)NC1(C(F)(F)F)NC(=O)N(c2ccc(C)cc2)C1=O (configuration not stated)
    -1	1.8	-0.2	1
- CC(C)=CCN1CCNC(=O)C1CC(=O)N1CCCO1 (configuration not stated)
    -9	0.4	-0.1	-9
- CC(C)Cn1c(=O)n(C)c(=O)c2cc(C#N)c(-c3cccs3)nc21
    -6	1.1	0.1	-4
- CC(N)=Nc1ccc(S(N)(=O)=O)cc1
    1	-0.4	-0.1	-7
- Cc1ccsc1CN1CCN2C(=O)[C@H](C)N(C)C(=O)[C@H]2C1
    13	1.1	0.9	4
- COc1cc(/C=N/NC(=O)CCc2n[nH]c(=O)[nH]c2=O)cc(OC)c1OC
    1	1.6	0.1	4

Results follow in this order: MITF primary	GPR151 activ	FBW7 activator	TEAD-YAP inh
- O=C(CSCc1cnn(-c2ccccc2)c1-n1cccc1)NCc1cccs1
    -10	-0.4	-0.3	1
- CCOC(=O)c1sc(=NC(=O)c2ccc(S(=O)(=O)N3CCCCCC3)cc2)n(C)c1C
    -10	0.2	0.1	5
- CCc1nc2sccn2c(=O)c1C(=O)NC(c1ccccc1)C(F)(F)F (configuration not stated)
    -20	-0.3	0.1	7
- CN(C)c1ccc(NC(=O)CSc2nc3nc(N)[nH]c(=O)c3[nH]2)cc1
    2	0.9	0.1	5
- CC(=O)c1c(C)oc2ccc(N(C(=O)/C=C/c3ccccc3)S(=O)(=O)c3ccccc3)cc12
    11	0.2	-0.1	5
- COC(=O)c1cccc(N2C(=O)C3C4C=CC(C5CC45)C3C2=O)c1 (configuration not stated)
    2	0.3	0.0	0
- Cc1cc2c(c(=O)n1Cc1ccccc1)C(Cc1ccccc1)C(C#N)=C(N)O2 (configuration not stated)
    13	-0.5	0.1	9
- Cc1ccc(S(=O)(=O)NCc2ccc(/C=C(/C#N)C(=O)Nc3ccc(F)cc3)o2)cc1
    -9	-0.3	-0.4	-16
- CC(=O)c1ccc(NC(=O)CCNS(=O)(=O)c2ccccc2F)cc1
    2	-0.1	0.0	11
- CCCC1=C(C(=O)OCC)C(c2ccc(O)cc2)n2ncnc2N1 (configuration not stated)
    8	0.6	0.0	3
- CC1(C)CC(=O)c2cc(C(=O)N3CCN(c4ccc(Cl)cc4)CC3)c(=O)n(-c3ccc(Cl)cc3)c2C1
    9	-1.1	0.0	-1
- COc1ccc(N2CCN(CC(O)COc3cccc(C)c3)CC2)cc1 (configuration not stated)
    9	1.4	-0.1	8
- Cc1ccc(S(=O)(=O)c2nc(-c3ccccc3)oc2SCC(N)=O)cc1
    2	-0.9	-0.1	-7
- COCCNc1nccc(-c2ccc(S(C)(=O)=O)cc2)n1
    4	2.2	0.0	-2
- O=C(CCCCn1c(=O)c2ccccc2n(CC(=O)NC2CCCCC2)c1=O)NCc1ccco1
    -17	-2.1	-0.2	-2
- NC(=O)Cn1c(CSc2nc3ccccc3n2CC(N)=O)nc2ccccc21
    18	0.0	0.1	1
- Cc1ccccc1C(=O)Nc1sc2c(c1C(=O)N1CCC(C)CC1)CCC2
    3	-0.5	-0.1	-1
- CC1=C(C(=O)Nc2ccc(Cl)cc2)C(c2ccco2)C(C#N)=C(SCC(=O)OCc2ccccc2)N1 (configuration not stated)
    19	-0.4	0.0	3
- CCCCCCc1ccc(OC(=O)c2cncc(Br)c2)cc1
    -13	0.2	0.1	10
- COc1ccc(-c2nc(-c3ccc(NC(=O)c4ccc(Br)o4)cc3)no2)cc1OC
    -1	4.1	0.0	-34

Quoted from the listing.
Result of CC1(C)CC(=O)c2cc(C(=O)N3CCN(c4ccc(Cl)cc4)CC3)c(=O)n(-c3ccc(Cl)cc3)c2C1 in TEAD-YAP inh: -1
Result of COC(=O)c1cccc(N2C(=O)C3C4C=CC(C5CC45)C3C2=O)c1 (configuration not stated) in GPR151 activ: 0.3

Further compounds.
Results follow in this order: MITF primary	GPR151 activ	FBW7 activator	TEAD-YAP inh
- CCc1sc(NC(=O)CCC(=O)O)nc1-c1cc2ccccc2oc1=O
    -6	2.7	-0.2	1
- CC(C(=O)N/N=C/c1ccccc1O)n1nnc2ccccc21 (configuration not stated)
    29	-0.8	-0.5	3
- Cc1ccc[n+](CC(=O)c2ccc(Br)cc2)c1
    1	0.3	-0.2	8
- NS(=O)(=O)c1ccc(CCNC(=O)c2cnc3n(c2=O)CCS3)cc1
    1	0.3	-0.1	-4
- Cc1ccc(CNC(=O)c2cnn(C(C)(C)C)c2C(F)(F)F)cc1
    16	1.1	0.2	3
- O=C(O)CCC(C(=O)O)N1C(=O)c2ccccc2C1=O (configuration not stated)
    5	-1.2	0.3	-8
- Cc1ccc(CN2C(=O)CCC2CCNCc2ccc(F)cc2)o1 (configuration not stated)
    -2	-0.4	-0.1	0
- CN(Cc1nc(NC2CCCCC2)c2ccccc2n1)[C@@H]1CS(=O)(=O)C[C@H]1O
    2	0.2	0.0	-11
- Cc1ccc2nc3c(nc2c1)C(=O)c1ccccc1-3
    4	-8.1	-0.3	47*
- COC(=O)c1sccc1NC(=S)N1CCC(C(N)=O)(N2CCCCC2)CC1
    3	0.9	0.0	3
- CCOc1cc(/C=C2\NC(=S)N(c3ccc(OC)cc3)C2=O)ccc1OCc1cccc(F)c1
    3	-0.9	0.1	4
- COc1ccc(Cl)cc1-n1c(=S)sc2c(=O)[nH]c(SCc3ccc(F)cc3Cl)nc21
    -6	0.9	-0.1	0
- CCOc1ccc(NC(=O)c2sc3nc4c(c(-c5cccs5)c3c2N)CCCC4)cc1
    -4	-0.1	0.0	2
- N#Cc1c(N2CCN(C(=O)c3ccco3)CC2)nc(-c2ccccc2)c2c1CCCC2
    13	-0.5	0.4	8
- CC(C)CCn1c(=O)c2ccccc2n2c(CCl)nnc12
    13	-1.6	0.2	7
- O=C(CNC(=S)N(Cc1ccccc1)Cc1cccnc1)NCc1ccco1
    3	0.1	0.0	4
- CC(=O)Nc1ccc(NC(=O)CCc2c(C)nc3cc(-c4cccc(F)c4)nn3c2C)cc1
    9	0.5	-0.2	18
- COc1ccc(C2=C3CCCCC3N=c3s/c(=C\c4ccc(Br)cc4)c(=O)n32)cc1 (configuration not stated)
    6	0.9	-0.1	12
- CC1CCCCN1C(=O)Nc1cn(C)c(=O)c2ccccc12 (configuration not stated)
    7	-0.6	0.5	1
- O=C(Nc1ccc(Br)cc1)c1cc2ccccc2o1
    10	1.0	0.2	-64

Arranged by molar mass (falling): 14 of the compounds above
Results follow in this order: MITF primary	GPR151 activ	FBW7 activator	TEAD-YAP inh
- COc1ccc(Cl)cc1-n1c(=S)sc2c(=O)[nH]c(SCc3ccc(F)cc3Cl)nc21
    -6	0.9	-0.1	0
- CCOc1cc(/C=C2\NC(=S)N(c3ccc(OC)cc3)C2=O)ccc1OCc1cccc(F)c1
    3	-0.9	0.1	4
- CC(=O)Nc1ccc(NC(=O)CCc2c(C)nc3cc(-c4cccc(F)c4)nn3c2C)cc1
    9	0.5	-0.2	18
- COC(=O)c1sccc1NC(=S)N1CCC(C(N)=O)(N2CCCCC2)CC1
    3	0.9	0.0	3
- CN(Cc1nc(NC2CCCCC2)c2ccccc2n1)[C@@H]1CS(=O)(=O)C[C@H]1O
    2	0.2	0.0	-11
- O=C(CNC(=S)N(Cc1ccccc1)Cc1cccnc1)NCc1ccco1
    3	0.1	0.0	4
- NS(=O)(=O)c1ccc(CCNC(=O)c2cnc3n(c2=O)CCS3)cc1
    1	0.3	-0.1	-4
- CCc1sc(NC(=O)CCC(=O)O)nc1-c1cc2ccccc2oc1=O
    -6	2.7	-0.2	1
- Cc1ccc(CNC(=O)c2cnn(C(C)(C)C)c2C(F)(F)F)cc1
    16	1.1	0.2	3
- Cc1ccc(CN2C(=O)CCC2CCNCc2ccc(F)cc2)o1 (configuration not stated)
    -2	-0.4	-0.1	0
- O=C(Nc1ccc(Br)cc1)c1cc2ccccc2o1
    10	1.0	0.2	-64
- Cc1ccc[n+](CC(=O)c2ccc(Br)cc2)c1
    1	0.3	-0.2	8
- O=C(O)CCC(C(=O)O)N1C(=O)c2ccccc2C1=O (configuration not stated)
    5	-1.2	0.3	-8
- Cc1ccc2nc3c(nc2c1)C(=O)c1ccccc1-3
    4	-8.1	-0.3	47*

(cont.)
Results follow in this order: MITF primary	GPR151 activ	FBW7 activator	TEAD-YAP inh
- CC(C)Cc1nnc(NC(=O)c2ccc3c(c2)S(=O)(=O)N=C2CCCCCN23)s1
    0	0.3	0.0	2
- Cc1ccc2c(c1)C(C)(c1ccccc1)CC(C)(C)N2C(=O)CSc1nc2ccccc2s1 (configuration not stated)
    -5	0.4	0.2	9
- CCOC(=O)CNc1c(-c2ccc(OC)cc2)nc2ccc(C)cn12
    -13	-0.3	-0.1	-74
- O=C(Nc1cccc(Cl)c1)N(Cc1nnc2n1CCCCC2)c1ccccc1
    -5	-1.0	-0.1	-5
- CCOC(=O)C1=C(c2ccccc2)N=c2s/c(=C\c3ccc(C(C)C)cc3)c(=O)n2C1c1c(OC)ccc2ccccc12 (configuration not stated)
    19	-1.1	1.2	2
- Cc1cc(C)cc(Oc2coc3cc(OCc4ccc(Cl)cc4)ccc3c2=O)c1
    -13	-1.8	-0.1	3
- Cc1ccc(C(=O)C2C(c3ccccc3F)NC(=O)NC2(O)C(F)(F)F)cc1 (configuration not stated)
    -6	6.9*	0.2	-2
- CN(CCCNC(=O)CN(C)S(=O)(=O)c1ccc2c(c1)CCC(=O)N2)c1ccccc1
    -19	1.1	-0.2	1
- COCCNC(=O)c1ccc(/C=C2/Oc3ccccc3N(Cc3ccc(C)cc3)C2=O)cc1
    -8	-0.5	-0.2	6
- COc1ccc(C2=CC(c3ccc(OC)cc3)NC(=S)N2)cc1 (configuration not stated)
    2	-0.6	0.0	-9
